Source: PubChem (several laboratories)
MRP resist rev – reverses drug resistance mediated by MRP | H69AR cells + 2 uM doxorubicin, CellTiter-Glo, 72 h | differential viability (reversal), % at 10 µM | actives 0.04% (n = 85,000) | AID 602;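 active = viability drop by adding the cancer drug above about 55%, with treated viability meeting a 40% cutoff, limit read from the data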;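 note: viability without doxorubicin minus viability with 2 µM doxorubicin for each compound; larger differential means the compound sensitizes cells more to doxorubicin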
PLAP inhibitors HTS – inhibition of human placental alkaline phosphatase – biochemical, luminescence, HTS (AID 690). inhibition, % at 20 µM, or IC50 in µM where a hit was titrated. actives 0.08% (n = 96,000). purified PLAP, luminescent substrate; higher % means a stronger effect; in the data active = a potency from the dose series; inactive = the rest, 99 in 100 with inhibition below about 30%; note: strong numbers were not always called active
Bcl-B TR3 displacers – displacers of TR3 peptide from Bcl-B, primary screen, selectivity assay for Bfl-1 inhibitor project, biochemical, fluorescence polarization | FP displacement of FITC-TR3 peptide from Bcl-B; higher % means a stronger effect | one-dose displacement, % at 20 µM; IC50 in µM for titrated hits | actives 0.11% (n = 96,000) | AID 748;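 active = displacement above 50% at 20 µM plus a fluorescence interference ratio under 1.5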;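 note: plate controls were wells without compound for no effect and wells lacking Bcl-B protein for full effect; a part of the inactive calls stands beside numbers as strong as those of hits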
NFkB transloc pot – enhances IL-1B driven NFkB nuclear translocation; HUVEC IL-1B NFkB p65 nuclear translocation imaging; activation, % at 2 µM; actives 0.3% (n = 94,000); AID 819;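 active = activation above 40%, about the mean plus 3 SD, also judged a hit on visual image review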;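 note: percent activation is computed from the nuclear over cytoplasmic p65 intensity ratio; values of inactives mirror those of a sister screen read the other way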
IL1B NFkB inh – blocks IL-1B driven NFkB nuclear translocation in HUVEC cells; HUVEC IL-1B NFkB p65 nuclear translocation imaging; inhibition, % at 2 µM; actives 0.43% (n = 94,000);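 active = inhibition above about 30% together with a positive call from visual inspection of the well image, limit read from the data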;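 note: nuclear over cytoplasmic p65 intensity ratio measured by imaging; 0% = IL-1B stimulated DMSO wells and 100% = unstimulated DMSO wells; values of inactives mirror those of a sister screen read the other way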
MRP resist rev cytotoxicity – further read-out of MRP resist rev, marked with its call; viability, %; H69AR cells, CellTiter-Glo, 72 h; measured here: cytotoxicity without doxorubicin
MRP resist rev with doxorubicin – second read-out of MRP resist rev, no call of its own (marks repeat the call); viability, %; measured here: viability with 2 uM doxorubicin; stronger effect = lower value
IL1B NFkB inh cell count 2 µM – second read-out of IL1B NFkB inh, no call of its own (marks repeat the call); cell count; measured here: cells passing quality filter;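 raw number of nuclei counted in each imaged well without normalization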
NFkB transloc pot cell count 2 µM – further read-out of NFkB transloc pot, marked with its call; cell count; measured here: cells passing quality filter
The depositor's hits bear a star; nt = no result given.

No.	SMILES	MRP resist rev	MRP resist rev cytotoxicity	MRP resist rev with doxorubicin	PLAP inhibitors HTS	Bcl-B TR3 displacers
1	COc1ccccc1CNC(=O)c1nn(-c2ccc(C)cc2)c(=O)c2c1c1ccccc1n2C	-5	5	10	-24%	-11%
2	Cc1ccc(NC(=O)CCc2ccc(S(=O)(=O)N3CCOCC3)cc2)c(C)c1	nt	nt	nt	-21%	14%
3	O=C(CSc1ncnc2c1cnn2CCc1ccccc1)Nc1ccc(F)cc1	nt	nt	nt	8%	0%
4	COC(=O)c1ccc(C(=S)N2CCOCC2)cc1	-20	98	117	8%	5%
5	CCOc1c2ccc(C(=O)NCc3ccc(OC(F)(F)F)cc3)cc2nn1CC	nt	nt	nt	-2%	4%
6	CCC(NC(=O)NCCCn1ccnc1)(C(F)(F)F)C(F)(F)F	22	102	80	3%	-2%
7	CCN(CC)S(=O)(=O)c1ccc2[nH]cc(C(=O)NCCN3CCCCC3C)c(=O)c2c1 (stereo unspecified)	0	96	96	-35%	-6%
8	C=CCn1c(SCC(=O)Nc2cc(NC(C)=O)ccc2OC)nnc1-c1cccnc1	1	101	100	-13%	4%
9	CCOC(=O)N1CCN(C(=O)C2CCN(c3ncnc4c3sc3cccc(F)c34)CC2)CC1	nt	nt	nt	-51%	-20%
10	O=C1c2ccccc2C(=O)C12OC(c1ccccc1)C1(C(=O)c3ccccc3C1=O)C2c1ccc([N+](=O)[O-])cc1 (stereo unspecified)	0	93	93	nt	nt
11	Cc1oc2cc(OC(C)C(=O)O)ccc2c(=O)c1Oc1ccccc1 (stereo unspecified)	4	100	96	-13%	2%
12	CN(C)/C=C(\C#N)C(=O)c1cccnc1Oc1cccc(F)c1	nt	nt	nt	27%	-8%

No.	NFkB transloc pot	NFkB transloc pot cell count 2 µM	IL1B NFkB inh	IL1B NFkB inh cell count 2 µM
1	11	165	-11	165
2	-7	145	7	145
3	nt	nt	nt	nt
4	-12	100	12	100
5	-3	142	3	142
6	nt	nt	nt	nt
7	4	108	-4	108
8	25	92	-25	92
9	-13	87	13	87
10	16	140	-16	140
11	3	185	-3	185
12	5	196	-5	196

More records follow.
No.	SMILES	MRP resist rev	MRP resist rev cytotoxicity	MRP resist rev with doxorubicin	PLAP inhibitors HTS	Bcl-B TR3 displacers
13	CCSc1nnc(NC(=O)CSc2c(Cl)cccc2Cl)s1	-7	73	81	-3%	-21%
14	COc1ccc(-n2c(Cc3cccn3C)nnc2SCC(=O)Nc2ccc(F)cc2)cc1	-7	72	79	-61%	-3%
15	CC(C)(C)c1nc2sc3c(c2c(=O)o1)CCCC3	19	102	83	-3%	4%
16	CCC(C)(C)NC(=O)C(c1ccc(C)cc1)N(Cc1ccco1)C(=O)CCC(=O)Nc1nccs1 (stereo unspecified)	nt	nt	nt	14%	13%
17	Cc1nn(C)c(Oc2ccccc2)c1CCNS(=O)(=O)c1ccccc1	nt	nt	nt	-41%	0%
18	COCCn1c(C)cc(C(=O)CSc2ccc(NC(C)=O)cc2)c1C	4	88	84	-48%	12%
19	Cc1nc2ncnn2c(N2CCN(C(=O)Cc3cccs3)CC2)c1C	12	101	88	-18%	0%
20	COc1ccccc1Cn1c(-c2ccccc2OC)nc2ccccc21	0	80	81	13%	6%
21	CC1CCCC(C)N1c1nnc(NC(=O)c2cc(-c3ccc(Br)cc3)on2)s1 (stereo unspecified)	nt	nt	nt	-66%	1%
22	CCC(=O)Nc1nc2ccc(NC(C)=O)cc2s1	11	89	78	14%	0%
23	CCOc1ccccc1NC(=O)C1CCN(S(=O)(=O)c2c(C)noc2C)CC1	10	92	82	-1%	-7%
24	O=C(COc1ccccc1)NCCc1nc2ccccc2[nH]1	4	92	87	-26%	-6%

No.	NFkB transloc pot	NFkB transloc pot cell count 2 µM	IL1B NFkB inh	IL1B NFkB inh cell count 2 µM
13	2	148	-2	148
14	nt	nt	nt	nt
15	29	195	-29	195
16	2	142	-2	142
17	nt	nt	nt	nt
18	10	194	-10	194
19	0	208	0	208
20	-14	116	14	116
21	8	181	-8	181
22	-9	148	9	148
23	10	45	-10	45
24	nt	nt	nt	nt

Next part.
No.	SMILES	MRP resist rev	MRP resist rev cytotoxicity	MRP resist rev with doxorubicin	PLAP inhibitors HTS	Bcl-B TR3 displacers
25	CC(C)CCN(C)C1CCN(S(=O)(=O)c2cccc(C(F)(F)F)c2)CC1	22	97	75	-54%	6%
26	C=CCn1c(-c2ccc(OC)cc2)nc2nc3ccccc3nc21	-5	69	75	-40%	3%
27	CCOC(=O)CSc1nnc(CNC(=O)c2ccc(OC)cc2)n1-c1ccc(OC)cc1	1	102	102	-8%	-6%
28	COc1ccc(N2C(=O)C3CCCN3C2c2cccs2)cc1 (stereo unspecified)	4	95	91	-11%	-10%
29	COc1ccc(C(=O)NNC(=S)NC(=O)c2cc(-c3ccccc3)nc3ccccc23)cc1	nt	nt	nt	-18%	-4%
30	Cc1nc2c(C(=O)N3CCOCC3)cnn2c(C)c1Cc1ccc(Cl)cc1	9	99	90	-39%	6%
31	COC(=O)c1c(NC(=O)c2cccnc2)sc(C)c1C	-8	100	108	-66%	0%
32	C=CCn1c(N2CCCC2)nc2c1c(=O)[nH]c(=O)n2C	13	98	85	15%	2%
33	Cc1ccc(S(=O)(=O)CC(=O)Nc2nc(-c3ccccc3)cs2)cc1	8	79	71	-11%	5%
34	COc1ccc(-c2nc(CS(=O)CC(=O)NCc3ccc4c(c3)OCO4)c(C)o2)cc1 (stereo unspecified)	-14	72	86	-65%	13%
35	COc1ccc(C(CNC(=O)c2ccc(N3CCCC3=O)cc2)N(C)C)cc1 (stereo unspecified)	-4	100	104	5%	-10%
36	CCOC(=O)c1ccc(NC(=O)CCC(CC)C(=O)O)cc1 (stereo unspecified)	5	108	103	-11%	6%

No.	NFkB transloc pot	NFkB transloc pot cell count 2 µM	IL1B NFkB inh	IL1B NFkB inh cell count 2 µM
25	nt	nt	nt	nt
26	-1	190	1	190
27	29	134	-29	134
28	32	181	-32	181
29	4	128	-4	128
30	7	158	-7	158
31	5	160	-5	160
32	1	115	-1	115
33	-20	171	20	171
34	26	174	-26	174
35	nt	nt	nt	nt
36	4	127	-4	127

The last 4 compounds of the section above open the next one:
No.	SMILES	MRP resist rev	MRP resist rev cytotoxicity	MRP resist rev with doxorubicin	PLAP inhibitors HTS	Bcl-B TR3 displacers
33	Cc1ccc(S(=O)(=O)CC(=O)Nc2nc(-c3ccccc3)cs2)cc1	8	79	71	-11%	5%
34	COc1ccc(-c2nc(CS(=O)CC(=O)NCc3ccc4c(c3)OCO4)c(C)o2)cc1 (stereo unspecified)	-14	72	86	-65%	13%
35	COc1ccc(C(CNC(=O)c2ccc(N3CCCC3=O)cc2)N(C)C)cc1 (stereo unspecified)	-4	100	104	5%	-10%
36	CCOC(=O)c1ccc(NC(=O)CCC(CC)C(=O)O)cc1 (stereo unspecified)	5	108	103	-11%	6%
37	COc1ccccc1-c1c(C)nn2c(N3CCCCCC3)cc(C)nc12	nt	nt	nt	-35%	-1%
38	O=c1oc(-c2ccccc2F)nc2c1cnn2-c1ccccc1	18	54	36	18%	1%
39	Cc1onc(-c2c(F)cccc2Cl)c1C(=O)N1CCc2ccccc21	-38	30	69	-3%	2%
40	CC(=O)Nc1ccc(S(=O)(=O)Nc2ccc(S(=O)(=O)N3CCCCCC3)cc2)cc1	-11	86	96	-3%	-8%
41	CCc1ccc(NC(=O)Cn2c(=O)oc3cc(S(=O)(=O)N4CCOCC4)ccc32)cc1	-5	95	100	-17%	-2%
42	COc1cc(/C=C2/S/C(=N/S(=O)(=O)c3ccccc3)NC2=O)c([N+](=O)[O-])cc1OC	10	99	89	-66%	39%
43	CCOc1ncccc1C(=O)OCC(=O)c1cccs1	nt	nt	nt	16%	2%
44	CCC(C)NC(=O)CSc1ccc(Cl)cc1 (stereo unspecified)	5	98	93	nt	nt
45	CC(C)(CN1CCCCC1)NS(=O)(=O)c1ccc(Cl)cc1	-6	89	95	7%	-6%
46	O=C(O)c1cc(-c2ccccc2)n(-c2ccccc2)n1	5	87	82	-4%	1%
47	Cc1c(C#N)c2ccccc2n1CC(=O)N1CCc2ccccc2C1	-3	80	83	-23%	-5%
48	Cc1ccc2cc(C#N)c(NCCNC(=O)C3CCC3)nc2c1C	12	89	78	15%	4%

No.	NFkB transloc pot	NFkB transloc pot cell count 2 µM	IL1B NFkB inh	IL1B NFkB inh cell count 2 µM
33	-20	171	20	171
34	26	174	-26	174
35	nt	nt	nt	nt
36	4	127	-4	127
37	-2	59	2	59
38	16	170	-16	170
39	-10	178	10	178
40	17	137	-17	137
41	-3	190	3	190
42	11	201	-11	201
43	8	139	-8	139
44	-5	128	5	128
45	-1	157	1	157
46	9	152	-9	152
47	nt	nt	nt	nt
48	-3	126	3	126

Carrying on:
No.	SMILES	MRP resist rev	MRP resist rev cytotoxicity	MRP resist rev with doxorubicin	PLAP inhibitors HTS	Bcl-B TR3 displacers
49	O=S(=O)(c1ccccc1)c1cnn2c(C(F)(F)F)cc(-c3ccccc3)nc12	nt	nt	nt	8%	6%
50	CC1(C)CC(=O)C=C(NCC2CCCO2)C1 (stereo unspecified)	-10	91	101	5%	1%
51	Cc1ccc(Cn2nnc3c(=O)[nH]c(C4CCN(S(=O)(=O)c5ccccc5)CC4)nc32)cc1	nt	nt	nt	-39%	-2%
52	Cc1ccccc1Cn1c(C(=O)OC(C)C)cc2c1ccn2C	16	87	70	-8%	3%
53	O=C1C2C3C=CC(C3)C2C(=O)N1CNc1ccccn1 (stereo unspecified)	14	100	86	13%	8%
54	O=C(CN(C(=O)CNS(=O)(=O)c1ccccc1)c1ccc2c(c1)OCCO2)NC1CCCCC1	nt	nt	nt	-84%	-5%
55	Nn1c(N2CCCCC2)nc2ccccc21	3	93	90	24%	-19%
56	CCCc1nnc(SCC(=O)N2C(C)CCCC2C)n1CC1CCCO1 (stereo unspecified)	4	94	89	-8%	-7%
57	CCOC(=O)Cn1c(=NC(=O)CSC(C)=O)sc2ccccc21	-1	98	99	-5%	-5%
58	CCn1c(SCC(=O)c2ccc(Cl)cc2)nnc1C(C)C	25	92	67	9%	-1%
59	Cc1ccc(N(C(=O)Cn2nnc(-c3cccs3)n2)C(C(=O)NC2CCCC2)c2ccncc2)cc1 (stereo unspecified)	nt	nt	nt	-1%	7%
60	CCOc1ccccc1C(=O)Nc1ccc2nc(N3CCN(c4ncccn4)CC3)cc(C)c2c1	-1	1	1	nt	nt

No.	NFkB transloc pot	NFkB transloc pot cell count 2 µM	IL1B NFkB inh	IL1B NFkB inh cell count 2 µM
49	10	104	-10	104
50	19	172	-19	172
51	-6	107	6	107
52	-1	165	1	165
53	9	82	-9	82
54	10	181	-10	181
55	25	131	-25	131
56	-5	37	5	37
57	nt	nt	nt	nt
58	13	174	-13	174
59	-5	125	5	125
60	27	149	-27	149

Other records follow:
No.	SMILES	MRP resist rev	MRP resist rev cytotoxicity	MRP resist rev with doxorubicin	PLAP inhibitors HTS	Bcl-B TR3 displacers
61	Cc1nc2c(ccc3c2ccc2nc(C)sc23)s1	10	106	96	-20%	-4%
62	CCn1c(=O)c2c(n3cnnc13)-c1ccccc1CC21CCCCC1	-10	77	88	7%	6%
63	Cc1nc2ccc3nc(NC(=O)C4COc5ccccc5O4)sc3c2s1 (stereo unspecified)	-33	45	78	-40%	-5%
64	Cc1cc(C)cc(-n2c(C)cc(/C=N/NC(=O)c3cccc([N+](=O)[O-])c3C)c2C)c1	nt	nt	nt	-31%	2%
65	O=C(CCn1c(=O)sc2ccccc21)NCc1cccs1	-5	86	91	nt	nt
66	CCc1c(C)nc(SC)n(CC#N)c1=O	nt	nt	nt	6%	-3%
67	Nc1c(C(=O)NCc2ccco2)sc2nc3c(cc12)C(=O)CCC3	-20	68	88	-3%	42%

No.	NFkB transloc pot	NFkB transloc pot cell count 2 µM	IL1B NFkB inh	IL1B NFkB inh cell count 2 µM
61	-2	172	2	172
62	-14	212	14	212
63	nt	nt	nt	nt
64	20	155	-20	155
65	3	80	-3	80
66	6	170	-6	170
67	-14	94	14	94

The list is partial, so the mix of outcomes need not match the whole.
